# HRas wt GTP: changes GTP binding to wildtype human HRas | GTP binding activity, % at 10 µM | P01112 | 0.14% of 190,000 active | AID 759 | GST-Ras wt beads, Bodipy-FL-GTP binding, flow cytometry; actives lie on both sides;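 active means GTP binding activity at least 20% away from the 100% baseline, either lowered as inhibitor or raised as activator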;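 further: 0% = unlabeled GTP competition control and 100% = no-compound control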
# Target sequence (P01112 whole entry, looked up): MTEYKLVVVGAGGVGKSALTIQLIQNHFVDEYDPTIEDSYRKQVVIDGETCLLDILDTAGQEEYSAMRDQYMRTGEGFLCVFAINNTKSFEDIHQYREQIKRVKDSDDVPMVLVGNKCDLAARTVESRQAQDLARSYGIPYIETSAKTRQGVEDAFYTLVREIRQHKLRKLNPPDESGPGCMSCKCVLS
# Rac1 wt modul: modulators of human Rac1 wildtype GTP binding; GTP binding activity (% of control), % at 10 µM; AID 757; P63000; 0.27% of 190,000 active; GST-Rac1 beads, fluorescent GTP binding, flow cytometry; actives lie on both sides; 0 = cold GTP competed, 100 = untreated;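 active means GTP binding activity at least 20 points away from the 100% control level, either lower or higher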
# Mcl1-Noxa inh: Mcl-1/Noxa interaction inhibition; Q07820; TR-FRET Mcl-1/Noxa peptide binding, 2 h; inhibition, % at 21.7 µM; 1.5% of 220,000 active; AID 1022;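 active means compounds that cut the protein-peptide binding signal by more than 50% relative to plate controls in a single-dose test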;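 further: His-tagged Mcl-1 with rhodamine Noxa BH3 peptide and terbium anti-His antibody; 0% = Mcl-1 plus Noxa peptide wells and 100% = peptide-only wells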
# Target sequence (Q07820 whole entry, looked up): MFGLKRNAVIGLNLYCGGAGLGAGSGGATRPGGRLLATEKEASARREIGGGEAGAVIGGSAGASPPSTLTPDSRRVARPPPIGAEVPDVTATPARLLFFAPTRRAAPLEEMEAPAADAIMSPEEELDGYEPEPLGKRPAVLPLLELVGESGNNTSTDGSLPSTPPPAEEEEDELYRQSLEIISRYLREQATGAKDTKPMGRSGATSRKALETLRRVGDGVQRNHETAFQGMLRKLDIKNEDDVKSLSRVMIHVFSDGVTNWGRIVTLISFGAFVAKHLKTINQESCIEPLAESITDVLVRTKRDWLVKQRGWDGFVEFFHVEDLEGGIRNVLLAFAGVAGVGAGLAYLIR
# Cdc42 wt GTP: human Cdc42 wildtype GTP binding change, either direction | P60953 | GST-Cdc42 beads, Bodipy-GTP binding, flow cytometry; actives lie on both sides | percent activity (GTP binding), % at 10 µM | 0.2% of 190,000 active | AID 761;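 active means percent activity GTP binding at least 20 points away from the 100% baseline, either down as inhibitor or up as activator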;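 further: median bead fluorescence of bound Bodipy-FL-GTP at 100 nM; 0% = excess unlabeled GTP control and 100% = no compound control; below 100% means less GTP binding so inhibitor and above means activator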
# Target sequence (P60953 whole entry, looked up): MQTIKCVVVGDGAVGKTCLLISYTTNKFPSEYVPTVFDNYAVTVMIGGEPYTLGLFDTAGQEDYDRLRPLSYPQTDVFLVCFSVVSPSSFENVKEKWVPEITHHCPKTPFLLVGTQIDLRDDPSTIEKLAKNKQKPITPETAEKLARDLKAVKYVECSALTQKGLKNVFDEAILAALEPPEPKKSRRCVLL
# Rac1 act GTP bind: alters GTP binding to activated mutant human Rac1. P63000. GST-Rac1 activated beads, fluorescent GTP binding, flow cytometry; actives lie on both sides; 100% means binding = to untreated wells. percent activity (GTP binding), % at 10 µM. 0.11% of 190,000 active. AID 764;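 active means GTP binding at least 20 percentage points away from the 100% baseline, in either direction, so actives lie on both sides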
# Mcl1-Bid inh: Mcl-1/Bid interaction inhibition; Q07820; TR-FRET Mcl-1/Bid-Dy647 peptide binding, 1536-well; inhibition, % at 21.7 µM; 0.97% of 220,000 active;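 active means compounds that cut the binding signal by more than half at the single screening dose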;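 further: His-tagged Mcl-1 with europium anti-His antibody binding Bid BH3 peptide; 0% = Mcl-1 plus peptide wells and 100% = peptide-only wells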
# Pf gamet viab: inhibitors of late stage P. falciparum gametocyte viability; P. falciparum stage V gametocytes, ATP luminescence, 24 h; inhibition, % at 10.9 µM; 0.065% of 150,000 active; AID 743093;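 active means inhibition above the mean plus 3 SD of compounds within the control limits, set per campaign, cut at about 38% in these data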;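 further: 0% = DMSO wells and 100% = medium only without gametocytes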
# Avidin fluor: avidin bead compound fluorescence profile; Avidin beads, compound fluorescence 488/530 nm, flow cytometry; hits give high values; fluorescence (KMESF) at 10 µM; 0.38% of 220,000 active; AID 1775; in the data active means fluorescence above about 47; further: inactives centre near 10
# Rab2A wt mod: changes GTP binding to wildtype dog Rab2A, up or down | P61105 | GST-Rab2 wt beads, Bodipy-GTP binding, flow cytometry | GTP binding activity, % at 10 µM | 0.19% of 190,000 active | AID 760;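 active means GTP binding activity at least 20 points away from 100%, either lowered or raised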;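 further: 0% = beads with excess unlabeled GTP and 100% = no-compound control corrected for plate trend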
# Bim-Mcl-1: human Bim-Mcl-1 interaction inhibition; Q07820; Bead-based flow cytometry, Bim peptide-Mcl-1 binding; inhibition, % at 10 µM; 0.1% of 190,000 active; AID 1009; in the data active means inhibition above about 40%;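 further: 0% = no compound tracer wells and 100% = peptide blocker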
# Rab7 wt GTP bind: modulators of GTP binding to dog Rab7 wildtype GTPase | GST-Rab7 beads, fluorescent GTP binding, flow cytometry; actives lie on both sides; untreated = 100%, excess cold GTP = 0% | GTP binding activity (percent of control), % at 10 µM | 0.055% of 190,000 active | AID 758;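 active means fluorescent GTP binding to Rab7 beads changed by at least 20 points from the 100% baseline, either direction, mostly lower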;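 further: median green fluorescence of bound Bodipy-FL-GTP per Rab7 bead population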
# * marks the source's active call; other numbers are inactive results; nt = not tested or not shown. Compounds as they come (roughly 2.7% active in at least one column).
SMILES,HRas wt GTP,Rac1 wt modul,Mcl1-Noxa inh,Cdc42 wt GTP,Rac1 act GTP bind,Mcl1-Bid inh,Pf gamet viab,Avidin fluor,Rab2A wt mod,Bim-Mcl-1,Rab7 wt GTP bind
CCc1ccc(NC(=O)Nc2cccs2)cc1,103,104,31,102,99,-52,nt,-3,100,-2,100
O=C(CCC1CCCN(C(=O)CC2=CCCCC2)C1)N1CCN(c2ccccn2)CC1 (centres undefined),101,100,6,96,95,-37,9,11,97,2,100
CCOC(=O)c1ccc(NC(=O)CSc2nc(C)nc3c2c(=O)n(C)c(=O)n3C)cc1,99,103,-9,99,98,-23,nt,6,97,-1,95
O=C(Cc1c[nH]c2ccccc12)OCC(=O)c1ccccc1,101,99,-16,102,101,-32,nt,11,102,0,100
CCOC(=O)Cc1c(C)c2c(O)cc(O)cc2oc1=O,103,111,-3,103,99,-15,nt,8,102,0,104
Cc1cccc(OCC(=O)NCC2CCCO2)c1C (centres undefined),100,101,-16,96,96,-30,-1,11,99,-1,101
CCOc1cc(NS(=O)(=O)c2ccc(NC(C)=O)cc2)c(OCC)cc1NC(=O)C(C)C,100,102,8,101,100,-14,nt,34,99,-1,103
COc1ccccc1C(=O)Nc1ccc2c(c1)OCO2,97,96,-4,101,97,-5,nt,10,98,-6,99
O=C(CCl)Nc1ccc(N2CCCCCC2)cc1,95,99,38,99,96,-47,-7,10,98,0,97
CN(CC(=O)Nc1c(Cl)cccc1Cl)C(=O)CCCN1C(=O)c2ccccc2C1=O,101,107,-8,102,101,-28,12,14,101,0,103
CC1(C)Cc2cccc(OCC(=O)Nc3ccc(OCC(N)=O)cc3)c2O1,96,95,15,94,93,-13,-4,18,97,0,104
CC(=O)NN1C(=O)c2ccc(Oc3cccc([N+](=O)[O-])c3)cc2C1=O,103,102,13,102,101,8,nt,19,105,-1,107
COc1ccc(NS(=O)(=O)c2cc(N/C(=N\S(=O)(=O)c3ccccc3)c3ccc(F)cc3)ccc2Cl)cc1,102,103,15,99,100,-17,4,9,100,-3,99
COc1ccc(/C=C2\SC(=O)N(CCNC(=O)Cc3coc4cc(OC)ccc34)C2=O)cc1,97,98,27,93,97,-13,5,10,98,-4,98
Cn1c(=O)[nH]c(=O)c2c1nc(CN1CCN(c3ccc(F)cc3)CC1)n2CCc1ccccc1,98,107,10,101,97,39,nt,36,97,-2,97
O=C(C[n+]1cccc(/C=N/O)c1)N1CCCc2ccccc21,101,103,18,98,99,-11,-13,10,100,2,104
Nc1cc(S(=O)(=O)O)cc([N+](=O)[O-])c1O,98,98,20,98,96,-4,-27,11,98,-3,105
CCCNC(=O)NCc1ccc(N2CCCC2=O)cc1,103,102,19,104,96,-30,2,21,101,0,101
O=C(N/N=C/c1ccc(Cl)c([N+](=O)[O-])c1)c1ccc2nc[nH]c2c1,102,101,25,102,97,-2,nt,32,100,-4,102
COc1cccc(Nc2nc(-c3ccc(O)cc3)cs2)c1,100,99,32,99,98,-19,-20,9,99,0,96
Cc1ccc(-c2nc(CSc3nc4ccccc4c(=O)n3CCO)cs2)cc1,99,100,-9,98,98,-14,18,14,97,-1,101
COC(=O)c1ccccc1NC(=O)Nc1cccc(C)n1,97,98,7,99,97,-4,nt,3,96,-3,94
Cc1cc(C(=O)CN2C(=O)CN(C)C2=O)c(C)n1-c1cccc(S(=O)(=O)N2CCOCC2)c1,99,99,4,96,98,-28,16,10,100,-2,105
CCOC(=O)N1CCN(S(=O)(=O)c2ccc(OC)c3ccccc23)CC1,99,104,9,100,100,20,nt,13,101,-3,101
CCCc1sc(N/N=C/c2ccccn2)nc1-c1ccc(F)cc1,100,103,-31,101,99,-47,nt,21,99,-4,96
CCOC(=O)c1c(C)[nH]c(C(=O)COC(=O)c2ccc(F)c(S(=O)(=O)N3CCOCC3)c2)c1C,102,109,11,106,102,1,-17,9,103,-1,98
COc1ccc(C(=O)COC(=O)CNC(=O)c2ccc(OC)cc2)cc1,96,96,2,96,93,0,11,13,97,0,101
CCOC(=O)N1CCC(NC(=O)CCC(=O)N2CCOc3ccc(C)cc32)CC1,99,101,7,102,101,-42,nt,13,99,-6,99
Cn1c(=O)cc(OCCCC(=O)NCCN2CCN(c3ccccc3F)CC2)c2ccccc21,100,102,9,102,99,-9,nt,6,100,0,102
Cc1ccc(NS(=O)(=O)c2cccc(C(=O)NN3CCOCC3)c2)cc1,101,100,3,97,95,-18,8,17,101,3,109
COc1ccccc1NC(=O)Cc1noc(CN(C)Cc2cccs2)n1,99,99,-8,101,98,-35,nt,6,101,0,98
CN(C)S(=O)(=O)c1ccc(N=Cc2c(C(F)(F)F)[nH]n(C)c2=O)cc1,99,99,14,96,97,-20,3,11,99,0,106
CC(=O)Nc1ccc(S(=O)(=O)n2nc(C)cc2C)cc1,97,95,13,95,95,-5,11,7,96,-1,96
COc1ccc(NC(=S)NCC(O)c2ccccc2)c(OC)c1 (centres undefined),103,106,-5,103,103,-60,21,5,102,-6,101
COc1ccc(/C=C2\SC(=O)N=C2N)cc1OC,93,93,11,97,95,-7,-5,15,92,1,97
CC1(C(=O)CSc2ncn[nH]2)CCC(=O)O1 (centres undefined),100,100,18,100,96,46,nt,14,100,-6,103
O=C(O)CCCC(=O)N1CCC(C(O)(c2ccccc2)c2ccccc2)CC1,101,104,-5,99,97,-7,0,8,100,-2,105
O=C(OCCN1C(=O)c2cccc3c(N4CCOCC4)ccc(c23)C1=O)c1cc(Cl)cc(Cl)c1,97,98,-230,96,98,-29,nt,17,97,-3,97
COC(=O)CSc1nc2ccc(NC(=O)CSc3nnnn3Cc3ccccc3)cc2s1,106,113,32,106,103,-15,-5,7,103,-3,105
CCCCNC(=O)C(CC)Sc1nc2sc(C(=O)OC)c(C)c2c(=O)n1N (centres undefined),105,103,1,103,100,-34,1,19,105,-2,111
CCCc1nc(NCc2ccccc2)c(C#N)c2c1CCCC2,100,102,1,100,98,-9,-16,12,98,-3,99
COc1ccccc1NC(=O)CC(NCc1ccccc1)C(=O)O (centres undefined),98,110,12,103,98,2,-9,33,99,-4,99
Cc1nn(Cc2ccc(Cl)cc2)c(C)c1NC(=O)C(c1ccccc1)c1ccccc1,100,101,7,97,99,-13,19,5,101,-4,96
O=C(C/C=N\OCc1ccc([N+](=O)[O-])cc1)Nc1ccccc1,98,98,11,96,95,-24,nt,9,97,0,104
COCCCNC(=O)CN(Cc1ccc(Cl)cc1)S(C)(=O)=O,98,101,-4,97,97,-10,-6,6,97,-6,98
COc1ccc(OC)c(S(=O)(=O)Nc2cc(OC)c(Cl)cc2OC)c1,101,99,9,98,99,-26,nt,9,98,-2,98
CCOc1ccc(-n2c(Cc3cc(=O)[nH]c(=O)[nH]3)nnc2SCC(=O)Nc2nnc(C)s2)cc1,95,103,11,97,92,-8,15,11,96,3,94
COC(=O)c1cccc(N(C(=O)CNC(=O)c2ccco2)C(C(=O)NC2CCCC2)c2ccco2)c1 (centres undefined),99,105,-2,100,99,-1,nt,5,99,-2,95
COc1cccc(C2=NOC(C(=O)NCc3ccccn3)C2)c1 (centres undefined),99,103,-15,102,100,-27,nt,17,99,-1,100
CCC(C)N(C(=O)COC(=O)CNC(=O)c1ccccc1F)C1CCS(=O)(=O)C1 (centres undefined),101,100,13,105,98,-25,-1,18,102,1,103
COC(=O)CN1C(=O)N/C(=C/c2cc(OC)c(OC)cc2C)C1=O,97,94,8,98,97,-39,13,9,98,-1,94
O=[N+]([O-])c1cc(-c2ccn[nH]2)ccc1Cl,95,98,2,98,97,-35,-12,9,97,0,99
CCN1C(=O)S/C(=C\c2ccc(N3CCOCC3)cc2C)C1=O,100,106,-3,105,101,-10,21,44,103,-7,97
Cc1ccc(NCc2cccnc2)cc1,97,100,34,99,97,23,nt,12,95,1,89
Cc1ccc(C(=O)NC(=S)Nc2cc(C(F)(F)F)ccc2Cl)cc1,104,111,-2,105,102,-4,nt,14,102,1,102
Cc1ccc(S(=O)(=O)N2CCCN(S(=O)(=O)c3ccc(C)c(C)c3)CC2)cc1C,97,101,7,98,99,-3,-16,17,103,14,94
Cc1ccc(C(=O)NC(=S)N2CC(C)OC(C)C2)cc1[N+](=O)[O-] (centres undefined),103,103,14,102,100,-58,nt,7,103,-4,102
Cc1ccc(S(=O)(=O)c2c(C)nn(C(C)(C)C)c2OC(=O)c2cccs2)cc1,101,100,14,101,97,-3,-2,13,101,-1,102
CC(NC(=O)C1CC12CCC2)c1ccccc1 (centres undefined),99,101,2,100,100,-10,-10,4,99,-6,101
COc1ccc2oc(-c3cccc(NC(=O)CSc4ccc(Cl)cc4)c3)nc2c1,99,100,1,98,97,6,-18,10,100,-5,102

# Next results
SMILES,HRas wt GTP,Rac1 wt modul,Mcl1-Noxa inh,Cdc42 wt GTP,Rac1 act GTP bind,Mcl1-Bid inh,Pf gamet viab,Avidin fluor,Rab2A wt mod,Bim-Mcl-1,Rab7 wt GTP bind
O=[N+]([O-])c1ccc(O)c(/C=N/Nc2ccccn2)c1,99,104,-3,105,98,-57,-41,17,99,-4,100
CCOC(=O)Cc1c(C)nc2c(-c3ccc(Cl)cc3)c(C)nn2c1C,99,101,-10,99,99,-5,-16,9,99,0,100
C[C@@H](C(=O)N1CCNCC1)n1cc(CCCN=C(N)N)nn1,99,100,19,98,98,6,nt,5,99,0,103
CCCCOC(=O)CSc1nnc(N)s1,93,89,nt,93,89,-20,nt,13,90,-4,89
CN(C)S(=O)(=O)c1ccc(NC(=O)N2CCOCC2)cc1,97,100,4,96,97,-5,5,11,95,0,95
CC1=CCC[C@@H]2[C@@](C)(CC/C(C)=C/C(=O)O)[C@H](C)CC[C@@]12C,98,100,3,97,98,-19,-8,10,101,-2,99
COc1cc(C2=NOC(C(=O)NCc3ccco3)C2)cc(OC)c1OC (centres undefined),101,103,-10,102,101,-27,nt,14,102,1,104
COc1ccc(NS(=O)(=O)c2ccc(NC(=S)NC(=O)c3cccc(F)c3)cc2)nn1,99,98,16,96,97,-52,nt,6,97,-3,100
Cc1nn(-c2ccccc2)c2sc(C(=O)N(CC(=O)NC(C)(C)C)Cc3ccco3)cc12,100,104,-7,103,101,-23,-3,7,100,1,99

# Entries of single compounds, looked up by structure. Order of values: HRas wt GTP, Rac1 wt modul, Mcl1-Noxa inh, Cdc42 wt GTP, Rac1 act GTP bind, Mcl1-Bid inh, Pf gamet viab, Avidin fluor, Rab2A wt mod, Bim-Mcl-1, Rab7 wt GTP bind
# Listed for CCCCOC(=O)CSc1nnc(N)s1 = 93, 89, nt, 93, 89, -20, nt, 13, 90, -4, 89
# Listed for COc1cc(C2=NOC(C(=O)NCc3ccco3)C2)cc(OC)c1OC (centres undefined) = 101, 103, -10, 102, 101, -27, nt, 14, 102, 1, 104
# Listed for CN(C)S(=O)(=O)c1ccc(NC(=O)N2CCOCC2)cc1 = 97, 100, 4, 96, 97, -5, 5, 11, 95, 0, 95
# Listed for Cc1nn(-c2ccccc2)c2sc(C(=O)N(CC(=O)NC(C)(C)C)Cc3ccco3)cc12 = 100, 104, -7, 103, 101, -23, -3, 7, 100, 1, 99

# Screening data (PubChem)
